Source: PubChem
MRP1 act: activates MRP-1. H69AR cells + doxorubicin, viability rescue, CellTiter-Glo. viability increase, % at 10 µM. 140,000 tested, 0.61% active. AID 799;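 active = viability gain under doxorubicin at or above a set limit, the compound median plus 3 SD, cut at about 4.7% in these data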;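 also: MRP-1 overexpressing cells given doxorubicin 25 µM after compound pretreatment; 18-22 h compound pretreatment then 72 h with doxorubicin before readout; 0% = doxorubicin-only wells and 100% = vehicle-treated cells without doxorubicin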
HCT116 bCat-KO: beta-catenin-lacking colon tumor cell growth suppression; HCT116 beta-catenin knockout viability, CellTiter-Glo, 60 h; stronger effect = lower value; viability, % at 10 µM; 140,000 tested, 1.5% active; AID 818;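 active = viability at or under a set limit, the compound median less 4 SD, cut at about 6% in these data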;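 also: 0% = Hyamine 1622 control at 20 µM and 100% = untreated cell control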
Yeast life ext: extends the lifespan of yeast; 130,000 tested, 0.68% active; inhibition of the nicotinamide effect, % at 10 µM; S. cerevisiae growth with nicotinamide, OD615; deaD strain in restrictive glucose medium;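 active = inhibition above a set limit, placed 3 SD over the median of all compounds, cut at about 26% in these data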;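 also: 0% = nicotinamide-treated wells and 100% = cells grown without nicotinamide; some compounds called inactive have numbers as strong as hits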
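System: DeaD-strain S. cerevisiae / Buffer or medium: CSMM-D, restrictive glucose (dextrose) synthetic minimal medium / Probe or stimulus: nicotinamide, 1.5 mM, co-present with compound / Compound: one concentration, 10 µM, DMSO 0.25% / Incubation: 48 h compound exposure at 30 °C, humidified / Technique: optical density (absorbance) at 615 nm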
GALR2 antag: antagonists of human galanin receptor 2 (GALR2) | GALR2-expressing cells, antagonist mode | 140,000 tested, 0.39% active | O43603 | inhibition, % at 4 µM | AID 828; in the data active = inhibition above about 27%;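 also: cells stimulated with galanin 1-16 at roughly its EC80; 0% = agonist challenge control and 100% = basal control without agonist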
Target sequence (O43603 whole entry, looked up): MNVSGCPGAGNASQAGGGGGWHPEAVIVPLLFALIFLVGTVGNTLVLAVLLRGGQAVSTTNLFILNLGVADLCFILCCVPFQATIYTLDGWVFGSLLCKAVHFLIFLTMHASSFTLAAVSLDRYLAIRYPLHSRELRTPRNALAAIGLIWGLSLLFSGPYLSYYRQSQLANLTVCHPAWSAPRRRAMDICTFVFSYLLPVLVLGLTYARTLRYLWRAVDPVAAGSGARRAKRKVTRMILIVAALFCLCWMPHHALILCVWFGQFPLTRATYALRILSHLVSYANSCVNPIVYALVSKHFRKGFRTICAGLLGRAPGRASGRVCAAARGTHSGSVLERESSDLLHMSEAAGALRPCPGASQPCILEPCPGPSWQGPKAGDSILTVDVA
NPY Y2 blocker: NPY-Y2 (human) receptor antagonism. P49146. NPY-Y2 expressing cells, antagonist mode. inhibition, % at 2.7 µM. 140,000 tested, 0.99% active; in the data active = inhibition above about 17%;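 also: 0% = vehicle with agonist challenge and 100% = reference antagonist with challenge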
Target sequence (P49146 whole entry, looked up): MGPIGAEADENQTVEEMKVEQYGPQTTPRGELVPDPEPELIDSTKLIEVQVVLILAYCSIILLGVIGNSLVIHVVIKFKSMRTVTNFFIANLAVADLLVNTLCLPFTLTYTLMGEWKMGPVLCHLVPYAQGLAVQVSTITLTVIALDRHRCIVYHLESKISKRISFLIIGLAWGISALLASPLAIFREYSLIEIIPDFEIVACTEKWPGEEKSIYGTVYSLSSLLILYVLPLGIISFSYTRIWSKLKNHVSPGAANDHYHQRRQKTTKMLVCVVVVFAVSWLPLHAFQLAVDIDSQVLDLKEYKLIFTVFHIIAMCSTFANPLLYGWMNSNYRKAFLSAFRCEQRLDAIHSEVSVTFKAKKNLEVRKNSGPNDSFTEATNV
BB579 growth dn: reduces growth of yeast BB579 in restrictive medium | inhibition, % at 10 µM | S. cerevisiae BB579 growth, OD615, 48 h | 140,000 tested, 0.51% active;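 active = inhibition above a set limit, 3 SD over the mean compound inhibition, cut at about 44% in these data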; also: inactives centre near -24
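Test system: Saccharomyces cerevisiae DeaD strain BB579, replicative lifespan model yeast | Buffer or medium: Restrictive CSMM-D medium | Doses: One dose, 10 µM compound with 0.25% DMSO | Incubation: 48 h exposure, 30 °C | Detection: Culture absorbance at 615 nm | Control set: Amphotericin B at 10 µg/mL as positive control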
E-sel TNF inh: blocks E-selectin expression induced by TNF alpha; HUVEC TNFa-induced E-selectin immunofluorescence, high content; 120,000 tested, 0.71% active; AID 1246; inhibition, % at 2 µM;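 active = inhibition above the batch mean plus 3 SD, and confirmed as a hit on visual image review, cut at about 43% in these data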;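 also: 0% = TNF-stimulated DMSO wells and 100% = unstimulated control wells; not every result past the cut was called active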
Phagocytosis inh: blocks phagocytosis by macrophages; J774A.1 macrophage IgG-bead phagocytosis, imaging; inhibition, % at 5 µM; 110,000 tested, 0.07% active; AID 1029;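 active = inhibition above the mean of the plate negative controls plus 5 SD, cut at about 13% in these data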;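 also: phagocytic index as fraction of beads internalized from green versus red external bead signal; plate controls were DMSO negative control for no effect and cytochalasin-D positive control for full effect; some results beyond the cut were filed as inactive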
PTEN del growth: PTEN-deleted cell growth suppression | 140,000 tested, 1.2% active | HCT116 PTEN-null viability, CellTiter-Glo, 60 h; stronger effect = lower value | AID 827 | viability, % at 10 µM;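 active = viability at or below a set limit, 4 SD under the median of all tested compounds, cut at about 3.7% in these data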;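 also: PTEN knockout HCT116 line with beta catenin targeted HCT116 as companion control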
Measles CPE: protection of cells from measles virus; 140,000 tested, 1.5% active; AID 841; protection (pct of control), % at 4 µM; Measles virus-infected cells, CPE protection, absorbance; in the data active = protection mostly above about 24%, no sharp cut-off; inactive = mostly below about 26%; also: some compounds called inactive have numbers as strong as hits
The depositor's hits bear a star; / = no result given.

Short forms: A = MRP1 act; B = HCT116 bCat-KO; C = Yeast life ext; D = GALR2 antag; E = NPY Y2 blocker; F = BB579 growth dn; G = E-sel TNF inh; H = Phagocytosis inh; I = PTEN del growth; J = Measles CPE
1. Cc1ccc(-n2c(C)nc3c(cnn3-c3ccccc3Cl)c2=O)cc1C
  A: -4.1; B: 84.6; C: -7.0; D: -9.9; E: 9.7; F: -26.9; G: 15.6; H: -0.1; I: 89.0; J: 13.5
2. COc1ccc(C(=O)N(Cc2nc(-c3ccc(C)cc3)no2)C2CCCCC2)cc1OC
  A: -1.8; B: 61.0; C: -2.1; D: -3.7; E: 8.2; F: -21.5; G: -14.2; H: 1.3; I: 49.2; J: 5.8
3. CCCP(=O)(CCC)CCP(=O)(c1ccccc1)c1ccccc1
  A: 2.1; B: 90.4; C: -2.7; D: 10.9; E: 2.4; F: -8.6; G: /; H: -8.1; I: 88.3; J: /
4. O=C(Nc1ccccc1)OC1CCS(=O)(=O)C1 (stereo not given)
  A: 0.2; B: 93.2; C: 3.2; D: -7.5; E: 2.0; F: -17.2; G: /; H: -8.5; I: 90.2; J: 2.5
5. CSc1nc2c(ccc3ccccc32)o1
  A: 4.9*; B: 94.8; C: -10.6; D: 8.7; E: 1.9; F: -47.8; G: -6.1; H: /; I: 98.6; J: 4.7
6. Cc1ccc(O)c(C(=O)c2cnc3c(c2)CN(C)C(=O)N3)c1
  A: -1.7; B: 47.2; C: -1.8; D: 15.6; E: 0.7; F: -99.5; G: -9.1; H: /; I: 43.9; J: 5.1
7. CCCCNC(=O)CCNC(=O)c1ccc(C(C)(C)C)cc1
  A: -0.3; B: 90.3; C: -1.1; D: -4.0; E: -1.0; F: -20.8; G: -8.6; H: -0.1; I: 102.2; J: 8.0
8. Cc1cc(C(F)(F)F)nn1CC(=O)Nc1ccc(Br)c2cccnc12
  A: -0.6; B: 84.3; C: /; D: -9.4; E: 3.9; F: -5.6; G: -5.9; H: /; I: 85.5; J: 2.5
9. Cc1ccc(C)n1-c1ccc(C(=O)O)cc1
  A: -0.5; B: 91.3; C: -6.2; D: 4.1; E: 0.0; F: -37.5; G: 9.4; H: 0.0; I: 99.6; J: 5.2
10. N#Cc1cc(Oc2cccc3cccnc23)c(-n2nnc3ccccc32)cc1C#N
  A: -4.9; B: 12.7; C: 0.2; D: 39.3*; E: 5.9; F: -28.2; G: /; H: 1.3; I: 21.7; J: 4.9
11. Cc1nc(=O)c(-c2ccccc2)c(C)n1-c1ccc(S(N)(=O)=O)cc1
  A: 6.8*; B: 97.7; C: -7.1; D: -1.7; E: 0.5; F: -0.1; G: 99.9*; H: -3.1; I: 93.8; J: 2.2
12. S=C(Nc1cccc2ccccc12)N1CCN(c2ncccn2)CC1
  A: -2.4; B: 82.9; C: 0.0; D: 4.8; E: 0.7; F: -36.7; G: -34.5; H: -2.6; I: 84.5; J: 2.6
13. COc1cc2c(cc1NC(=O)CN1CCN(S(=O)(=O)c3ccc(C)cc3)CC1)oc1ccccc12
  A: -1.6; B: 84.4; C: 4.6; D: 3.7; E: 0.5; F: -34.4; G: -7.1; H: -1.4; I: 84.8; J: 30.3
14. O=C(Nc1cnn(Cc2c(Cl)cccc2Cl)c1)c1ccc([N+](=O)[O-])cc1
  A: 0.5; B: 86.5; C: -10.5; D: 3.6; E: 3.9; F: -15.0; G: 1.2; H: 0.3; I: 90.2; J: 4.8
15. CC(O)Cc1nsc(NC(=O)c2cccs2)n1 (stereo not given)
  A: 0.1; B: 104.8; C: -5.2; D: -3.7; E: 1.8; F: -10.2; G: -2.7; H: -0.4; I: 99.8; J: 5.0
16. CCOC(=O)CN1CC23C=CC(O2)C(C(=O)NCc2ccccc2OC)C3C1=O (stereo not given)
  A: -1.2; B: 88.3; C: -5.4; D: 9.8; E: 8.3; F: -62.3; G: -20.8; H: -0.5; I: 90.6; J: 6.2
17. O=C1c2ccccc2C(=O)N1OCc1cccc(Cl)c1
  A: 0.2; B: 96.5; C: -13.7; D: -7.7; E: 2.5; F: -41.6; G: 8.3; H: -1.8; I: 115.2; J: 2.4
18. O=C(Nc1nc2ccc(SC(F)F)cc2s1)c1ccc(NS(=O)(=O)c2ccc(F)c(F)c2)cc1
  A: -4.5; B: 71.6; C: 0.0; D: 12.5; E: -5.3; F: -44.9; G: 4.4; H: 0.9; I: 58.4; J: 7.2
19. Cc1ccc(Cn2cc(/C=C/C(=O)O)c(-c3ccccc3)n2)cc1
  A: -3.0; B: 98.9; C: -15.6; D: 12.2; E: 4.3; F: -5.9; G: 9.2; H: 0.8; I: 90.0; J: 3.1
20. Cc1ccc(NC(=S)NCc2ccccc2)cc1[N+](=O)[O-]
  A: -5.1; B: 73.8; C: -1.3; D: 5.2; E: 1.0; F: -39.7; G: -1.0; H: -5.2; I: 75.5; J: 14.1
21. O=C(CN1C(=O)C2C3C=CC(C3)C2C1=O)Nc1nc(-c2ccccn2)cs1 (stereo not given)
  A: 2.8; B: 16.0; C: -3.6; D: 4.0; E: 0.8; F: -33.6; G: 10.9; H: -0.3; I: 15.6; J: 10.2
22. COc1ccc2nc(SCc3cnc(C)nc3N)[nH]c2c1
  A: -0.6; B: 87.0; C: -7.3; D: -12.1; E: 3.9; F: -3.1; G: 30.1; H: -0.7; I: 97.3; J: 7.7
23. Clc1ccc(NC2(c3nnnn3C3CCCCC3)CCCCC2)cc1
  A: -1.0; B: 81.9; C: 2.4; D: 3.2; E: 7.3; F: -26.5; G: -8.4; H: 1.2; I: 81.4; J: 50.1*
24. CCCCC(=O)NC1(C(F)(F)F)C(=O)Nc2c1c(=O)n(C)c(=O)n2C (stereo not given)
  A: 1.5; B: 96.3; C: 1.8; D: 3.2; E: 0.5; F: -42.6; G: /; H: -2.4; I: 129.4; J: 11.7
25. O=C(Nc1ccn(Cc2ccccc2F)n1)c1ccc(COc2ccc(Br)cc2)cc1
  A: -1.3; B: 16.1; C: -8.9; D: -11.8; E: 2.9; F: -50.5; G: -10.5; H: /; I: 24.4; J: 49.3
26. O=C(NCCc1ccccc1)c1ccco1
  A: -2.0; B: 96.6; C: /; D: 4.6; E: 3.9; F: -36.9; G: -14.9; H: /; I: 99.9; J: 35.2

Looked up above:
Reading for COc1ccc2nc(SCc3cnc(C)nc3N)[nH]c2c1 under PTEN del growth: 97.3
Reading for O=C1c2ccccc2C(=O)N1OCc1cccc(Cl)c1 under HCT116 bCat-KO: 96.5

Of the compounds above, nine contain four or more nitrogen atoms.
Short forms: A = MRP1 act; B = HCT116 bCat-KO; C = Yeast life ext; D = GALR2 antag; E = NPY Y2 blocker; F = BB579 growth dn; G = E-sel TNF inh; H = Phagocytosis inh; I = PTEN del growth; J = Measles CPE
1. Cc1ccc(-n2c(C)nc3c(cnn3-c3ccccc3Cl)c2=O)cc1C
  A: -4.1; B: 84.6; C: -7.0; D: -9.9; E: 9.7; F: -26.9; G: 15.6; H: -0.1; I: 89.0; J: 13.5
8. Cc1cc(C(F)(F)F)nn1CC(=O)Nc1ccc(Br)c2cccnc12
  A: -0.6; B: 84.3; C: /; D: -9.4; E: 3.9; F: -5.6; G: -5.9; H: /; I: 85.5; J: 2.5
10. N#Cc1cc(Oc2cccc3cccnc23)c(-n2nnc3ccccc32)cc1C#N
  A: -4.9; B: 12.7; C: 0.2; D: 39.3*; E: 5.9; F: -28.2; G: /; H: 1.3; I: 21.7; J: 4.9
12. S=C(Nc1cccc2ccccc12)N1CCN(c2ncccn2)CC1
  A: -2.4; B: 82.9; C: 0.0; D: 4.8; E: 0.7; F: -36.7; G: -34.5; H: -2.6; I: 84.5; J: 2.6
14. O=C(Nc1cnn(Cc2c(Cl)cccc2Cl)c1)c1ccc([N+](=O)[O-])cc1
  A: 0.5; B: 86.5; C: -10.5; D: 3.6; E: 3.9; F: -15.0; G: 1.2; H: 0.3; I: 90.2; J: 4.8
21. O=C(CN1C(=O)C2C3C=CC(C3)C2C1=O)Nc1nc(-c2ccccn2)cs1 (stereo not given)
  A: 2.8; B: 16.0; C: -3.6; D: 4.0; E: 0.8; F: -33.6; G: 10.9; H: -0.3; I: 15.6; J: 10.2
22. COc1ccc2nc(SCc3cnc(C)nc3N)[nH]c2c1
  A: -0.6; B: 87.0; C: -7.3; D: -12.1; E: 3.9; F: -3.1; G: 30.1; H: -0.7; I: 97.3; J: 7.7
23. Clc1ccc(NC2(c3nnnn3C3CCCCC3)CCCCC2)cc1
  A: -1.0; B: 81.9; C: 2.4; D: 3.2; E: 7.3; F: -26.5; G: -8.4; H: 1.2; I: 81.4; J: 50.1*
24. CCCCC(=O)NC1(C(F)(F)F)C(=O)Nc2c1c(=O)n(C)c(=O)n2C (stereo not given)
  A: 1.5; B: 96.3; C: 1.8; D: 3.2; E: 0.5; F: -42.6; G: /; H: -2.4; I: 129.4; J: 11.7
